# mouse EphA4 binding – EphA4 ligand-binding antagonists – biochemical, colorimetric, mouse EphA4, primary screen (AID 689); EphA4-AP binding to KYL peptide, pNPP A405; higher % means a stronger effect; inhibition, % at 10 µM, or IC50 in µM where a hit was titrated; 62,000 tested, 0.1% active; in the data active = a potency from the dose series; inactive = the rest, 99 in 100 with inhibition below about 22%
# * = called active by the depositor; & = joins results of further samples. Some of the compounds tested. The share of hits here may be higher or lower than overall.
SMILES | mouse EphA4 binding
CCOC(=O)COc1cc(N2C(=O)CSCC2=O)c(Cl)cc1Cl | -2%
COc1ccccc1OCC(=O)NC(C)C(=O)O (centres undefined) | -1%
CCCCCC(=O)Nc1nc(C)c(-c2csc(Nc3cc(Cl)ccc3OC)n2)s1 | 0%
COc1ccc(C2C(C(=O)NCCN(C)C)c3ccccc3C(=O)N2C)cc1OC (centres undefined) | -8%
COc1cc(C2C3C(=O)N(Cc4ccccc4)C(=O)C3ON2c2ccccc2)ccc1O (centres undefined) | 30%
CCCn1c(SCC(=O)Nc2sc(C)c(C)c2C#N)nnc1C(C)C | 11%
CCOc1ccc(C(=O)Nc2ccc(C(=O)OC)cc2)cc1[N+](=O)[O-] | 3%
CCOC(=O)Cc1nnc(NC(=O)c2ccccc2OC)s1 | 3%
CCCCOc1ccc(-n2nc(C)cc2C)nn1 | -5%
CCOC(=O)N1CCN(c2c(NCCN3CCCCC3CC)c(=O)c2=O)CC1 (centres undefined) | -3%
CCOC(=O)Cc1csc(NC(=O)CC(C)(C)C)n1 | -10%
NS(=O)(=O)c1ccc(CCNC(=O)c2ccccc2F)cc1 | -16%
COc1ccc(N)cc1C#N | -16%
COc1ccccc1N1CCN(CC(=O)c2c(C)[nH]c3cc(C)ccc23)CC1 | -7%
O=C(CN1C(=O)c2cccc3cccc1c23)NCc1ccc2c(c1)OCO2 | 4%
COc1ccc(NC2CS(=O)(=O)CC2OC(=O)c2ccc(F)cc2)cc1 (centres undefined) | -5%
CCn1cc(C2=NOC(C(=O)Nc3cccc(C(C)=O)c3)C2)c(C)n1 (centres undefined) | 16%
COC(=O)c1[nH]c2cccc(Cl)c2c1NC(=O)CN1CCN(CCO)CC1 | -2%
Cc1cccc(N=C2Sc3nc4c(C)c(C)ccc4cc3CN2CCN2CCOCC2)c1 | -1%
CC(=O)Nc1ccc(C(=O)n2nc(C)cc2C)cc1 | 4%

# An excerpt of these results, field by field:
Compound: CCn1cc(C2=NOC(C(=O)Nc3cccc(C(C)=O)c3)C2)c(C)n1 (centres undefined)
  mouse EphA4 binding: 16%
Compound: COC(=O)c1[nH]c2cccc(Cl)c2c1NC(=O)CN1CCN(CCO)CC1
  mouse EphA4 binding: -2%
Compound: Cc1cccc(N=C2Sc3nc4c(C)c(C)ccc4cc3CN2CCN2CCOCC2)c1
  mouse EphA4 binding: -1%
Compound: CC(=O)Nc1ccc(C(=O)n2nc(C)cc2C)cc1
  mouse EphA4 binding: 4%

# An excerpt from above in order of molar mass, low to high:
SMILES | mouse EphA4 binding
COc1ccc(N)cc1C#N | -16%
CC(=O)Nc1ccc(C(=O)n2nc(C)cc2C)cc1 | 4%
NS(=O)(=O)c1ccc(CCNC(=O)c2ccccc2F)cc1 | -16%

# Next part.
SMILES | mouse EphA4 binding
CSc1ccccc1-c1nnc(-c2ccc(C)cc2)o1 | 3%
CCOCCOC(=O)C1=C(C)NC2=C(C(=O)CC(c3cccs3)C2)C1c1ccsc1 (centres undefined) | 16%
COc1cc(C(=O)Nc2ccc(-c3nc4cc(C)ccc4o3)c(O)c2)cc(OC)c1OC | -13%
COc1ccnc(Oc2ccc(C)cc2)c1C#N | -4%
c1ccc(-c2cnnc(N3CCOCC3)n2)cc1 | 6%
CCOC(=O)CNC(=O)Cn1c(C)cc2ccccc2c1=O | -18%
COCCCN1C(=O)C(=O)/C(=C(/O)c2ccc(OCC(C)C)cc2)C1c1cccnc1 (centres undefined) | -4%
Cc1nc(N2CCN(C(=O)c3ccco3)CC2)c2c3c(sc2n1)CCC3 | 5%
COc1ccc(S(=O)(=O)N(CC(=O)Nc2ccc(Cl)cc2Cl)c2ccc(C)cc2)cc1OC | -4%
O=C(CN1CCC(NC(=O)Cc2ccccc2)CC1)Nc1cccc2ccccc12 | -11%
O=C(NCc1ccccn1)c1ccc(I)cc1 | -4%
COc1ccc2c(c1)nc(SCC(=O)c1cccs1)n2C | -18%
CN(C)c1ccc(NC(=O)c2ccc(I)cc2)cc1 | -11%
COC(=O)Cn1cnc(=O)c(C#N)c1/C=C/N(C)C | -32%
c1ccc2c(c1)oc1c(NCCCN3CCOCC3)ncnc12 | 1%
O=c1cc(-c2ccccc2)nc(NO)[nH]1 | -2%
CCc1nc2ccccc2c(C(=O)Oc2cccc3cccnc23)c1C | -4%
CCNc1nc(SCCOc2ccc(C)cc2)nc(N(C)C)n1 | -5%
COc1cc(C)c(CNc2cccc(C)c2)cc1C | 3%
Cc1nnc(NC(=O)c2cccc(F)c2)s1 | 3%&-5%

# Two entries drawn at random from those above, as already listed:
SMILES | mouse EphA4 binding
Cc1nnc(NC(=O)c2cccc(F)c2)s1 | 3%&-5%
O=c1cc(-c2ccccc2)nc(NO)[nH]1 | -2%

# Continued:
SMILES | mouse EphA4 binding
CCC(NS(=O)(=O)c1ccc(C)cc1)C(=O)N1CCN(c2ccccn2)CC1 (centres undefined) | 0%
COc1ccccc1-n1cnnc1SC1CCOC1=O (centres undefined) | -15%
CCOc1ccc(C(=O)Nc2cc(Cl)ccc2C(=O)O)cc1 | -4%
COC(=O)c1c(C(C)=O)cnc2ccc(Br)cc12 | 5%
CC1=C(C(=O)OC2CCCCCCC2)C(c2ccc(O)cc2)NC(=O)N1 (centres undefined) | 13%
O=C(NCCN1CCCCC1)c1cc2ccccc2o1 | 2%
CCc1cc(OCCN2C(=O)NC(C)(C)C2=O)ccc1Cl | -1%
O=C(NC1CCCCC1)c1sc(=S)n2c1[nH]c(=O)c1ccccc12 | -4%
Cc1cc(Cl)ccc1OC(C)C(=O)Nc1ccc(S(=O)(=O)Nc2cnc3ccccc3n2)cc1 (centres undefined) | 10%
COCC(=O)Nc1nnc(CCc2ccccc2)s1 | -10%
O=C(COc1ccc([N+](=O)[O-])cc1)Nc1ccc2oc(-c3ccccc3F)nc2c1 | -12%
CN1CCN(CCCNC(=O)c2ccc(CSCc3cccc(Cl)c3)o2)CC1 | -1%
Cc1cc(C(F)(F)F)n2ncc(C(=O)O)c2n1 | -1%
OC(CN1CCOCC1)CN1CCOCC1 | -2%
C/C(CC(=O)Nc1ccccn1)=N\NC(=O)C(=O)Nc1cccc(Cl)c1C | 0%
Cn1c(=O)c2cc(S(=O)(=O)NCCC(=O)Nc3ccccc3F)ccc2n(C)c1=O | -7%
CCOC(=O)CCN1C(=O)/C(=C\c2cc(OC)c(OC)c(OC)c2)SC1=S | 8%
COCCn1c(SCC#N)nnc1-c1ccc2c(c1)OCO2 | 4%
Cc1ccccc1SCc1noc(C(=O)NCC2CCCO2)c1C(=O)O (centres undefined) | -7%
Cc1ccc(-c2nc(-c3ccccn3)no2)cc1Cl | -3%
CCn1c(=O)c(C(=O)Nc2nc3ccccc3[nH]2)c(O)c2ccccc21 | -7%
COc1ccccc1S(=O)Cc1ccc(C(=O)NCc2ccccc2Cl)o1 (centres undefined) | -8%
CN(C)CC(=O)c1ccc(-c2ccccc2)cc1 | -1%
CC1CCCCN1C(=O)COc1ccc(NC(=O)c2ccco2)cc1 (centres undefined) | 4%
CCCCOc1ccc(-c2nc(=S)[nH][nH]2)cc1 | 20%
C=CCN1C(=O)/C(=C\c2ccc(Br)c([N+](=O)[O-])c2)SC1=S | -3%
O=C1CC(N(CCc2ccccc2)C(=S)Nc2cc(Cl)ccc2Cl)C(=O)N1c1c(Cl)cccc1Cl (centres undefined) | 3%
COc1ccc(C(=O)NCc2ccccn2)cc1[N+](=O)[O-] | 4%
CCNC(=O)C1CN(S(=O)(=O)c2ccccc2)CCN1S(=O)(=O)c1ccccc1 (centres undefined) | 0%
CCn1c(SCc2ccc(C#N)cc2)nnc1-c1ccc(S(=O)(=O)N2CCCCC2)cc1 | 5%
Cc1ccc(-c2cc(NC(=O)CSc3n[nH]c(N)n3)n(-c3ccccc3)n2)cc1 | -2%
O=C(O)c1ccc(/C=C2\SC(=S)N(C(Cc3ccccc3)C(=O)O)C2=O)cc1 (centres undefined) | -6%
Cc1nc2cc(-c3cccc(F)c3)[nH]n2c(=O)c1C | -6%
Cc1nc(NC2=NCN(Cc3ccccc3)CN2)nc2ccccc12 | -8%
CCC(C)N1C(=O)C(=O)N(C2CCCCC2)C1=O (centres undefined) | -7%
S=c1oc(COc2ccc(Cl)cc2Cl)nn1CN1CCCCC1 | 2%
CCCCC(=O)Oc1ccccc1C1SCc2cc(C)c(C)cc2CS1 | -8%
Cc1ccc(C(=O)Nc2nc3ccc(S(C)(=O)=O)cc3s2)s1 | -2%
Cc1ccc(S(=O)(=O)c2c(COC(=O)c3ccc(Cl)cc3)c(-c3ccccc3)nn2C)cc1 | 9%
CC(=O)OC1CCC(OC(C)=O)c2c1n([O-])c(C)c(C)[n+]2=O (centres undefined) | 2%
CC(C)CCNc1nc2c(c(=O)n(Cc3cccc(F)c3)c(=O)n2C)n1C | 0%
CCOc1ccc(C2=Nn3c(nnc3-c3ccccc3)SC2)cc1Cl | -13%
O=C(Nc1ccccc1)c1ccc2c(c1)OCCO2 | -12%
CCCCOc1ccc(C2NC(=O)NC(C)=C2C(=O)OCC)cc1 (centres undefined) | -3%
COc1ccc(N(CC(=O)NC2CCCCC2)S(=O)(=O)c2c(C)[nH]c(=O)[nH]c2=O)cc1 | -5%
O=C(Nc1ccccc1-c1nc2ccccc2[nH]1)c1ccc(S(=O)(=O)N2CCCCC2)cc1 | -12%
CC1C(=O)CC(c2ccccc2)NC1c1ccccc1 (centres undefined) | -19%
CCCCNS(=O)(=O)c1ccc2nc(SCC(=O)N3CC(C)OC(C)C3)[nH]c2c1 (centres undefined) | -13%
COc1ccc(NC(=O)CN(c2ccc(C)cc2)S(=O)(=O)c2c(C)nn(C)c2C)cc1OC | -1%
Cc1cccc(-n2c(Cc3cc(=O)[nH]c(=O)[nH]3)nnc2SCC(=O)N2CCCCC2)c1 | 0%

# Additional records:
SMILES | mouse EphA4 binding
O=c1oc2cc(Oc3c([N+](=O)[O-])cc(C(F)(F)F)cc3[N+](=O)[O-])ccc2c2c1CCCC2 | 4%
O=S1(=O)C=C(Sc2nc3cc(Cl)ccc3o2)c2ccccc21 | -5%
CCOc1cc(C2C(C(=O)OC)=C(C)NC3=C2C(=O)c2ccccc23)ccc1OCc1cccc(F)c1 (centres undefined) | -3%
COc1cnc(-c2ccccn2)nc1Sc1c(Cl)cccc1Cl | -8%
CC1CCC(C(C)C)C(OC(=O)c2ccco2)C1 (centres undefined) | -2%
Cc1ccc(C(=O)NCCNC(=O)CN2CCOCC2)cc1 | 2%
CN(CCCNC(=O)c1ccc(/C=N/O)nc1)CCCN(C)Cc1ccccc1 | 6%
COc1cccc(-c2nn(C)c3sc(C(=O)NCc4ccc5c(c4)OCO5)cc23)c1 | 6%
C=CCNc1nc(C2(C)CC3(CC(C)(C)OC3=O)C(=O)O2)cs1 (centres undefined) | -4%
COc1ccc(/C(C)=N/NC(=O)c2ccc(CSc3cccc4cccnc34)cc2)cc1OC | -10%
CCOC(=O)C1CCN(CCC(=O)Nc2cccc(Cl)c2)CC1 | -4%
COc1ccc(-c2cc(C(F)(F)F)n3nc(C(=O)NCCCn4ccnc4)c(Cl)c3n2)cc1 | -8%
CCOC(=O)c1c(C)[nH]c(C(=O)COC(=O)CCC(=O)c2ccc3c(c2)OCCO3)c1C | -11%
CC1=C(C(=O)OCC2CCCO2)C(c2ccc(O)cc2)NC(=O)N1 (centres undefined) | -9%
Cc1cccc(C)c1NC(=O)C(c1ccc([N+](=O)[O-])cc1)N1CCCCC1 (centres undefined) | -3%
C=CCOC(=O)C1=C(C)Nc2ncnn2C1c1cc(Br)ccc1F (centres undefined) | -8%
Cc1ccc(NC(=O)c2cc(C(=O)O)ccc2C(=O)O)c([N+](=O)[O-])c1 | -6%
CCCCCOC(=O)c1ccc(OC(=O)c2cncc(Br)c2)cc1 | -6%
COC(=O)c1ccccc1NC(=O)c1cc(Br)ccc1OC | -2%
CSc1nc(O)c(Cc2ccccc2)c(=O)[nH]1 | 6%
COc1ccc(-c2csc3ncnc(NCCN4CCOCC4)c23)cc1 | -9%
O=C(O)c1ccccc1S(=O)(=O)NCC(O)COC1CCCCC1 (centres undefined) | -11%
CCc1c(C)c(C#N)c2nc3ccccc3n2c1N(C)C | -4%
COC(=O)N(C)CCCC1(C)C(=O)N(C)c2ccc(O)cc21 (centres undefined) | -15%
COCCCn1c(SCC(=O)N2CCCCC2C)nnc1-c1ccco1 (centres undefined) | -6%
COc1ccccc1/C=C/C(=O)NC(=S)Nc1ccc(S(=O)(=O)N(C)c2ccccc2)cc1 | 9%
Cc1cccc(-c2nnc(-c3cccc(NC(=O)Cc4cccs4)c3)o2)c1 | -5%
CCOC(=O)C(NC(C)=O)(Nc1ccc(F)cc1)C(F)(F)F (centres undefined) | -14%
CCOC(=O)N1CCN(C(=O)C(C)n2nc(C)n3c(cc4sccc43)c2=O)CC1 (centres undefined) | -1%
Cc1ccc(S/C(=N\S(=O)(=O)c2ccc(Cl)cc2)c2ccccc2)cc1 | -2%
O=C(CCCN1C(=O)c2ccccc2C1=O)Nc1c(C(=O)C2CC2)oc2ccccc12 | -8%
O=C1NC(=Nc2ccc(O)cc2)S/C1=C/C(Cl)=C/c1ccc([N+](=O)[O-])cc1 | 0%
Cc1ccc2c(c1)nnn2C1CCN(C(=O)C2CCCCC2)CC1 | -8%

# Source: PubChem BioAssay
